NFkB transloc pot = enhances IL-1B driven NFkB nuclear translocation; HUVEC IL-1B NFkB p65 nuclear translocation imaging; activation, % at 2 µM; 94,000 tested, 0.3% active; AID 819;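 active means activation above 40%, about the mean plus 3 SD, also judged a hit on visual image review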;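 further: percent activation is computed from the nuclear over cytoplasmic p65 intensity ratio; values of inactives mirror those of a sister screen read the other way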
Bcl-B TR3 displacers = displacers of TR3 peptide from Bcl-B, primary screen, selectivity assay for Bfl-1 inhibitor project, biochemical, fluorescence polarization; 96,000 tested, 0.11% active; displacement, % at 20 µM; hits with a dose series show IC50 in µM; FP displacement of FITC-TR3 peptide from Bcl-B; higher % means a stronger effect; AID 748;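 active means displacement above 50% at 20 µM plus a fluorescence interference ratio under 1.5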;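 further: plate controls were wells without compound for no effect and wells lacking Bcl-B protein for full effect; a part of the inactive calls stands beside numbers as strong as those of hits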
IL1B NFkB inh = blocks IL-1B driven NFkB nuclear translocation in HUVEC cells | HUVEC IL-1B NFkB p65 nuclear translocation imaging | inhibition, % at 2 µM | 94,000 tested, 0.43% active;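 active means inhibition above about 30% together with a positive call from visual inspection of the well image, limit read from the data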;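 further: nuclear over cytoplasmic p65 intensity ratio measured by imaging; 0% = IL-1B stimulated DMSO wells and 100% = unstimulated DMSO wells; values of inactives mirror those of a sister screen read the other way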
PLAP inhibition = PLAP enzyme inhibitors, biochemical, luminescence, HTS (AID 690); 96,000 tested, 0.08% active; purified PLAP, luminescent substrate; higher % means a stronger effect; one-dose inhibition, % at 20 µM; IC50 in µM for titrated hits; in the data active means a potency from the dose series; inactive means the rest, 99 in 100 with inhibition below about 30%; further: strong numbers were not always called active
MRP reversal = compounds reversing MRP-mediated drug resistance | H69AR cells + 2 uM doxorubicin, CellTiter-Glo, 72 h | differential viability (reversal), % at 10 µM | 85,000 tested, 0.04% active | AID 602;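 active means viability drop by adding the cancer drug above about 55%, with treated viability meeting a 40% cutoff, limit read from the data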;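 further: viability without doxorubicin minus viability with 2 µM doxorubicin for each compound; larger differential means the compound sensitizes cells more to doxorubicin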
MRP reversal cytotoxicity = recorded beside MRP reversal, whose call it bears; viability, %; H69AR cells, CellTiter-Glo, 72 h; measured here: cytotoxicity without doxorubicin
MRP reversal with doxorubicin = also measured in MRP reversal; calls as there; viability, %; measured here: viability with 2 uM doxorubicin; stronger effect = lower value
IL1B NFkB inh cell count 2 µM = recorded beside IL1B NFkB inh, whose call it bears; cell count; measured here: cells passing quality filter;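 raw number of nuclei counted in each imaged well without normalization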
NFkB transloc pot cell count 2 µM = also measured in NFkB transloc pot; calls as there; cell count; measured here: cells passing quality filter
* = called active by the depositor.

Screening O=C1CSC(c2ccccc2)N1c1nnc(C23CC4CC(CC(C4)C2)C3)s1 (stereo not given) returned NFkB transloc pot -14, Bcl-B TR3 displacers 7%, IL1B NFkB inh 14, PLAP inhibition -10%, IL1B NFkB inh cell count 2 µM 164 and NFkB transloc pot cell count 2 µM 164.
For O=C(c1ccccc1F)N1CCN(S(=O)(=O)c2ccc3c(c2)OCCO3)CC1 the results were NFkB transloc pot 5, Bcl-B TR3 displacers 17%, IL1B NFkB inh -6, PLAP inhibition -60%, MRP reversal 23, MRP reversal cytotoxicity 96, MRP reversal with doxorubicin 73, IL1B NFkB inh cell count 2 µM 192 and NFkB transloc pot cell count 2 µM 192.
For O=C(OCc1nc2ccccc2s1)C1CCN(C2=NS(=O)(=O)c3ccccc32)CC1 the results were NFkB transloc pot 12, Bcl-B TR3 displacers -72%, IL1B NFkB inh -12, PLAP inhibition -76%, MRP reversal 5, MRP reversal cytotoxicity 95, MRP reversal with doxorubicin 90, IL1B NFkB inh cell count 2 µM 212 and NFkB transloc pot cell count 2 µM 212.
For O=C(O)c1cc(Cl)c2ccccc2c1O the results were NFkB transloc pot 8, Bcl-B TR3 displacers 5%, IL1B NFkB inh -8, PLAP inhibition -8%, MRP reversal -8, MRP reversal cytotoxicity 86, MRP reversal with doxorubicin 94, IL1B NFkB inh cell count 2 µM 132 and NFkB transloc pot cell count 2 µM 132.
`O=S(=O)(NC1CC1)c1ccc(S(=O)(=O)N2CCCC(c3nc(-c4cccnc4)no3)C2)cc1` (stereo not given) gave NFkB transloc pot 18, Bcl-B TR3 displacers -3%, IL1B NFkB inh -18, PLAP inhibition -18%, MRP reversal 3, MRP reversal cytotoxicity 77, MRP reversal with doxorubicin 73, IL1B NFkB inh cell count 2 µM 167 and NFkB transloc pot cell count 2 µM 167.
`CCn1c(SCC(=O)Nc2ccc3c(c2)OCO3)nnc1-c1ccccc1O` gave Bcl-B TR3 displacers -6%, PLAP inhibition -29%, MRP reversal 9, MRP reversal cytotoxicity 101 and MRP reversal with doxorubicin 92.
For FC(F)(F)c1nc(Oc2ccccc2)c2ccccc2n1 the results were NFkB transloc pot 5, Bcl-B TR3 displacers 1%, IL1B NFkB inh -5, PLAP inhibition -23%, IL1B NFkB inh cell count 2 µM 159 and NFkB transloc pot cell count 2 µM 159.
Screening CN(C)C/C(Cl)=C(\Cl)c1ccccc1 returned NFkB transloc pot 24, Bcl-B TR3 displacers -5%, IL1B NFkB inh -24, PLAP inhibition -12%, MRP reversal -29, MRP reversal cytotoxicity 12, MRP reversal with doxorubicin 41, IL1B NFkB inh cell count 2 µM 174 and NFkB transloc pot cell count 2 µM 174.
`C/C(=C1/C(=O)N(c2ccc([N+](=O)[O-])cc2)N=C1c1ccccc1)N(C)C` gave NFkB transloc pot -3, Bcl-B TR3 displacers -13%, IL1B NFkB inh 3, PLAP inhibition -10%, IL1B NFkB inh cell count 2 µM 144 and NFkB transloc pot cell count 2 µM 144.
`CCOC(=O)C1CCN(c2c(NCCN3CCCCC3C)c(=O)c2=O)CC1` (stereo not given) gave Bcl-B TR3 displacers 1%, PLAP inhibition -9%, MRP reversal 0, MRP reversal cytotoxicity 96 and MRP reversal with doxorubicin 96.
O=c1c2c3c(sc2nc2n1CCC2)CCC3 was read as NFkB transloc pot 12, Bcl-B TR3 displacers -12%, IL1B NFkB inh -12, PLAP inhibition 4%, MRP reversal -2, MRP reversal cytotoxicity 97, MRP reversal with doxorubicin 99, IL1B NFkB inh cell count 2 µM 177 and NFkB transloc pot cell count 2 µM 177.
`COc1ccc(CNc2ccc(S(N)(=O)=O)cc2)c(OC)c1OC` gave NFkB transloc pot 5, Bcl-B TR3 displacers 1%, IL1B NFkB inh -5, PLAP inhibition 15%, MRP reversal 10, MRP reversal cytotoxicity 97, MRP reversal with doxorubicin 87, IL1B NFkB inh cell count 2 µM 90 and NFkB transloc pot cell count 2 µM 90.
Screening COc1ccc(N(CC(=O)NN=C2CCCC2)S(=O)(=O)c2ccccc2)cc1 returned NFkB transloc pot -10, Bcl-B TR3 displacers -1%, IL1B NFkB inh 10, PLAP inhibition -12%, IL1B NFkB inh cell count 2 µM 72 and NFkB transloc pot cell count 2 µM 72.
For Cc1ccc(S(=O)(=O)NCC(=O)N(CC(=O)NC2CCCCC2)CC2CCCO2)cc1 (stereo not given) the results were NFkB transloc pot 4, Bcl-B TR3 displacers 0%, IL1B NFkB inh -4, PLAP inhibition 1%, MRP reversal 18, MRP reversal cytotoxicity 103, MRP reversal with doxorubicin 86, IL1B NFkB inh cell count 2 µM 159 and NFkB transloc pot cell count 2 µM 159.
Screening O=C1CCCN1c1ccc(Br)cc1 returned NFkB transloc pot 6, Bcl-B TR3 displacers 0%, IL1B NFkB inh -6, PLAP inhibition 10%, MRP reversal 17, MRP reversal cytotoxicity 102, MRP reversal with doxorubicin 85, IL1B NFkB inh cell count 2 µM 151 and NFkB transloc pot cell count 2 µM 151.
Screening CCOC(=O)N1CCC(Nc2cccc(SC)c2)CC1 returned NFkB transloc pot 10, Bcl-B TR3 displacers -4%, IL1B NFkB inh -10, PLAP inhibition -5%, MRP reversal 26, MRP reversal cytotoxicity 93, MRP reversal with doxorubicin 67, IL1B NFkB inh cell count 2 µM 78 and NFkB transloc pot cell count 2 µM 78.
Screening CCN(CC(=O)Nc1ccc2c(c1)OCCO2)C(=O)C1CCCCC1 returned NFkB transloc pot 5, Bcl-B TR3 displacers 1%, IL1B NFkB inh -5, PLAP inhibition 2%, MRP reversal 3, MRP reversal cytotoxicity 86, MRP reversal with doxorubicin 83, IL1B NFkB inh cell count 2 µM 120 and NFkB transloc pot cell count 2 µM 120.
Screening O=C(c1cnn2c1NC(c1ccco1)CC2C(F)(F)F)N1CCN(c2cccc(Cl)c2)CC1 (stereo not given) returned NFkB transloc pot -14, Bcl-B TR3 displacers -34%, IL1B NFkB inh 14, PLAP inhibition -39%, MRP reversal -108, MRP reversal cytotoxicity 14, MRP reversal with doxorubicin 122, IL1B NFkB inh cell count 2 µM 113 and NFkB transloc pot cell count 2 µM 113.
`Cc1ccc2nc(NC3=NCN(CCc4ccccc4)CN3)nc(C)c2c1` gave Bcl-B TR3 displacers -13%, PLAP inhibition -16%, MRP reversal -7, MRP reversal cytotoxicity 98 and MRP reversal with doxorubicin 106.
For CCCC(=O)Nc1nc2c(OC)ccc(OC)c2s1 the results were Bcl-B TR3 displacers -1%, PLAP inhibition 16%, MRP reversal -10, MRP reversal cytotoxicity 80 and MRP reversal with doxorubicin 89.

Compounds listed so far containing an aryl thioether with sulfur outside any ring:
`CCn1c(SCC(=O)Nc2ccc3c(c2)OCO3)nnc1-c1ccccc1O` gave Bcl-B TR3 displacers -6%, PLAP inhibition -29%, MRP reversal 9, MRP reversal cytotoxicity 101 and MRP reversal with doxorubicin 92.
Screening CCOC(=O)N1CCC(Nc2cccc(SC)c2)CC1 returned NFkB transloc pot 10, Bcl-B TR3 displacers -4%, IL1B NFkB inh -10, PLAP inhibition -5%, MRP reversal 26, MRP reversal cytotoxicity 93, MRP reversal with doxorubicin 67, IL1B NFkB inh cell count 2 µM 78 and NFkB transloc pot cell count 2 µM 78.

The list continues:
COc1ccccc1NC(=O)CN1CCN(c2ccccc2F)CC1 was read as NFkB transloc pot 2, Bcl-B TR3 displacers 2%, IL1B NFkB inh -2, PLAP inhibition -20%, MRP reversal 28, MRP reversal cytotoxicity 88, MRP reversal with doxorubicin 60, IL1B NFkB inh cell count 2 µM 94 and NFkB transloc pot cell count 2 µM 94.
`Cc1ccccc1-c1nc(CS(=O)(=O)CC(=O)N2CCc3ccccc32)c(C)o1` gave NFkB transloc pot -30, IL1B NFkB inh 30, IL1B NFkB inh cell count 2 µM 52 and NFkB transloc pot cell count 2 µM 52.
`COc1ccc(C2(CNC(=O)CCC(=O)O)CCCC2)cc1` gave NFkB transloc pot 4, Bcl-B TR3 displacers 0%, IL1B NFkB inh -4, PLAP inhibition -19%, MRP reversal -5, MRP reversal cytotoxicity 87, MRP reversal with doxorubicin 92, IL1B NFkB inh cell count 2 µM 119 and NFkB transloc pot cell count 2 µM 119.
COc1ccc(C(=O)N(CC(=O)NC(C)(C)C)c2ccc3c(c2)OCCO3)cc1OC was read as NFkB transloc pot -1, Bcl-B TR3 displacers 15%, IL1B NFkB inh 1, PLAP inhibition -22%, MRP reversal 18, MRP reversal cytotoxicity 97, MRP reversal with doxorubicin 78, IL1B NFkB inh cell count 2 µM 153 and NFkB transloc pot cell count 2 µM 153.
For CCOc1cc(/C=N/NC(=O)Cn2nc([N+](=O)[O-])cc2C)cc(Br)c1OCc1ccccc1F the results were NFkB transloc pot 14, Bcl-B TR3 displacers -21%, IL1B NFkB inh -14, PLAP inhibition -41%, MRP reversal -12, MRP reversal cytotoxicity 8, MRP reversal with doxorubicin 20, IL1B NFkB inh cell count 2 µM 171 and NFkB transloc pot cell count 2 µM 171.
Screening O=C(COc1ccc(Cl)cc1)N(Cc1ccccc1)c1nc(-c2ccccc2)cs1 returned NFkB transloc pot -8, Bcl-B TR3 displacers -2%, IL1B NFkB inh 8, PLAP inhibition 18%, IL1B NFkB inh cell count 2 µM 190 and NFkB transloc pot cell count 2 µM 190.
O=C(CSc1nnc(-c2ccc(Cl)cc2)n1Cc1ccco1)c1cccs1 was read as NFkB transloc pot -8, Bcl-B TR3 displacers 0%, IL1B NFkB inh 8, PLAP inhibition -8%, IL1B NFkB inh cell count 2 µM 114 and NFkB transloc pot cell count 2 µM 114.
`c1ccc(CN2CCN(c3nc(-c4ccccn4)nc4ccccc34)CC2)cc1` gave NFkB transloc pot -2, Bcl-B TR3 displacers 30%, IL1B NFkB inh 2, PLAP inhibition -32%, MRP reversal 1, MRP reversal cytotoxicity 3, MRP reversal with doxorubicin 2, IL1B NFkB inh cell count 2 µM 122 and NFkB transloc pot cell count 2 µM 122.
Screening COc1ccc(-c2nsc3c(N4CCN(S(=O)(=O)c5ccccc5F)CC4)ncnc23)cc1 returned NFkB transloc pot -12, Bcl-B TR3 displacers -11%, IL1B NFkB inh 12, PLAP inhibition -5%, IL1B NFkB inh cell count 2 µM 133 and NFkB transloc pot cell count 2 µM 133.
For CC(=O)c1ccc(N2CCN(C(=O)COc3ccc(F)cc3)CC2)c(F)c1 the results were Bcl-B TR3 displacers -3%, PLAP inhibition -60%, MRP reversal 2, MRP reversal cytotoxicity 86 and MRP reversal with doxorubicin 84.
Screening CCOc1cc(/C=C2/C(=O)N(c3ccccc3)N=C2C)ccc1OC(=O)c1ccco1 returned NFkB transloc pot 17, Bcl-B TR3 displacers 5%, IL1B NFkB inh -17, PLAP inhibition -18%, IL1B NFkB inh cell count 2 µM 137 and NFkB transloc pot cell count 2 µM 137.
`Cc1ccc(C)c(NC(=O)CSc2ncnc3nc[nH]c23)c1` gave NFkB transloc pot 19, Bcl-B TR3 displacers -6%, IL1B NFkB inh -19, PLAP inhibition -6%, IL1B NFkB inh cell count 2 µM 182 and NFkB transloc pot cell count 2 µM 182.
Screening COc1cccc(NC2C=CS(=O)(=O)C2)c1 (stereo not given) returned NFkB transloc pot -6, IL1B NFkB inh 6, MRP reversal -17, MRP reversal cytotoxicity 62, MRP reversal with doxorubicin 79, IL1B NFkB inh cell count 2 µM 87 and NFkB transloc pot cell count 2 µM 87.
`COc1cc(OC)c2c(c1)C(=O)c1cc(OC)cc(OC)c1C2=O` gave NFkB transloc pot -8, Bcl-B TR3 displacers 6%, IL1B NFkB inh 8, PLAP inhibition 9%, IL1B NFkB inh cell count 2 µM 143 and NFkB transloc pot cell count 2 µM 143.
`O=C(CN1CCCN(S(=O)(=O)c2ccc(Br)s2)CC1)Nc1ccc(Cl)cc1` gave NFkB transloc pot 35, Bcl-B TR3 displacers 2%, IL1B NFkB inh -35, PLAP inhibition -4%, MRP reversal -2, MRP reversal cytotoxicity 49, MRP reversal with doxorubicin 51, IL1B NFkB inh cell count 2 µM 168 and NFkB transloc pot cell count 2 µM 168.

Assay outcomes (PubChem)

The list is partial (hit frequency here may not be typical).
